# Assay outcomes: PubChem BioAssay, National Center for Advancing Translational Sciences (NCATS)
# TCR activator = T cell receptor activation | AID 504894 | 330,000 tested, under 10 active | Potency, µM (series often up to 9.22 µM), for inactives: at the highest dose activation of IL-2 secretion, actives largely listed as activators | primary human leukocytes, anti-CD3, IL-2 HTRF, 48 h; note: % of control where 0% means no effect
#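 IL-2 release read by HTRF sandwich (Eu cryptate donor, d2 acceptor, 665 nm emission) after 48 hr exposure of primary human leukocytes to compound together with anti-CD3 beads in the absence of co-stimulatory signals.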
# Menin MLL FP TR = inhibitors of human menin-MLL interaction, mutant MLL peptide | Potency, µM (highest dose often 61.6 µM), for the others: top-dose FP activity change, negative = inhibition, hits mostly inhibitors | hit rate 0.23% among 270,000 | O00255 | Menin + Texas Red MLL mutant peptide, fluorescence polarization; active = well fitted inhibition curve with a large enough effect in the polarisation, with a control signal flat, not every such curve was filed as active; inconclusive = small, poorly fitted or top-dose-only effect, or effect the other way, or a change in a side signal; inactive = no such curve, though single readings can be large or run the other way; the % refers to the polarisation; note: potency is the fitted concentration of half-maximal effect; % of control where 0% means no effect; many of its hits are not listed in these tables
# Target sequence (O00255 whole entry, looked up): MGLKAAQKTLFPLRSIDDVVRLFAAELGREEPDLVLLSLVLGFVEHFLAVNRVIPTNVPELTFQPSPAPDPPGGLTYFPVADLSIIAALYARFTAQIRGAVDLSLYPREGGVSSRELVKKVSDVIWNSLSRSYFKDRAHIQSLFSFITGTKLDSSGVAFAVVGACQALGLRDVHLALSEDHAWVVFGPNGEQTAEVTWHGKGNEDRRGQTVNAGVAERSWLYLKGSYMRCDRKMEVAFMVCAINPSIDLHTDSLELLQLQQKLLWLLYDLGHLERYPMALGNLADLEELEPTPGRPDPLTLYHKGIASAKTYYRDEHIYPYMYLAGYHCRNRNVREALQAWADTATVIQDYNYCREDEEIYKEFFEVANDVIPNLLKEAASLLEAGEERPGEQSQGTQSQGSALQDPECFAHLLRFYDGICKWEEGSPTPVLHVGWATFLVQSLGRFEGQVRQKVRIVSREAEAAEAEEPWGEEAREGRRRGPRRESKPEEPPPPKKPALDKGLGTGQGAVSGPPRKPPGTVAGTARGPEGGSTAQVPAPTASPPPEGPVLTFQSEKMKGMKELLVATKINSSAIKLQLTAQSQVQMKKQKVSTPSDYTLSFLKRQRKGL
# Integrin act MD = activates integrin-mediated alleviation for muscular dystrophy; alpha7betagal myoblasts, beta-gal FDG fluorescence, 48 h; Potency, µM (highest dose often 38.3 µM), for the others: at the top dose activation, most hits filed as activators; AID 624291; hit rate 0.064% among 350,000;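 note: potency is the fitted concentration of half-maximal effect; 100% = response of the positive control SU9516; nearly all actives have a fitted effect of over 60% in size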
#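 alpha7betagal+/- myoblasts (passage 13, 250/well) treated 48 h at 37C with compounds at 1:260 dilution of DMSO stock. Lysed, then beta-galactosidase activity read as FDG fluorescence (ex 480/em 540) after 30 min, with pre-read for autofluorescence.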
# MBNL1 CUG block = inhibitors of human MBNL1 binding to CUG repeat RNA. Q9NR56. TR-FRET MBNL1-His/biotin-(CUG)12 binding, 665/545 ratio. Potency, µM (top dose mostly 57.5 µM), for the others: top-dose activity change, negative = inhibition, hits mostly inhibitors. hit rate 0.036% among 280,000. AID 2675; active = well fitted inhibition curve with a large enough effect in the signal ratio, with a control signal flat, not every such curve was filed as active; inconclusive = small, poorly fitted or top-dose-only effect, or effect the other way, or a change in a side signal; inactive = no such curve, though single readings can be large or run the other way; the % refers to the signal ratio; note: potency is the fitted concentration of half-maximal effect; % is set by controls: 0 for no effect and ±100 for the full control effect
# Target sequence (Q9NR56 whole entry, looked up): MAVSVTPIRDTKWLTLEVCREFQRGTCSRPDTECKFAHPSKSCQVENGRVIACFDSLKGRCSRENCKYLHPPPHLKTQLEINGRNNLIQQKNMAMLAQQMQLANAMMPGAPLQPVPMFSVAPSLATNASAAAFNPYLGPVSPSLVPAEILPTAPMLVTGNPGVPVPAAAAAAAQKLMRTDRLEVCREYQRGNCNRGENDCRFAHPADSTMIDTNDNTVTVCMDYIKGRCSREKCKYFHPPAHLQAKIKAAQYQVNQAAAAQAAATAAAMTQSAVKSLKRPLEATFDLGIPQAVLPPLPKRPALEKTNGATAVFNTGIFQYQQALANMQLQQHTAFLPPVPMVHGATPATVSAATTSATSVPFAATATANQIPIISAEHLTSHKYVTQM
#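 Ratiometric TR-FRET (665 over 545 nm, excitation 340 nm) tracks disruption of MBNL1-His/biotin-(CUG)12 complex after 60 min at room temperature, with compounds at 92 nM to 58 uM final.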
# A-T KAP1 phos = potential ataxia-telangiectasia treatment. […] A-T fibroblasts, KAP-1 phosphorylation AlphaLISA; neocarzinostatin DNA damage 30 min before lysis. Potency, µM (doses to about 57.5 µM), inactives show at the top dose activation, actives largely listed as activators. hit rate 0.19% among 320,000. AID 485349; note: potency is the fitted concentration of half-maximal effect; % of control where 0% means no effect; nearly all actives have a fitted effect of over 45% in size
#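 ATM-like activity read as KAP-1 phosphorylation via AlphaLISA donor/acceptor antibody pairs after lysis and 6 hr at 25C. Cells were ATM-null patient fibroblasts ([…], hTERT), dosed 60 min, then exposed to the DSB inducer NCS for 30 min.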
# Mito fusion act = mitochondrial division inhibition or fusion activation; hit rate 0.23% among 320,000; Potency, µM (top dose mostly 46.1 µM), for inactives: at the highest dose growth rescue (activation), most hits filed as activators; AID 485298; S. cerevisiae fusion-defective mutant growth rescue, CellTiterGlo 48 h;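 note: potency is the fitted concentration of half-maximal effect; % of control where 0% means no effect; nearly all actives have a fitted effect of over 45% in size; temperature-sensitive fusion mutants such as fzo1-1 at 37 °C on non-fermentable ethanol glycerol medium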
#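 S. cerevisiae fusion-defective temperature-sensitive mutants (e.g. fzo1-1, mgm1-5) grown 48 h at 37C in YPEG (ethanol/glycerol non-fermentable) medium with 23 nl compound per well; growth rescue read as CellTiterGlo luminescence.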
# PTAP TSG101 blk = blocks PTAP/TSG101 interaction to inhibit HIV-1 budding | Q99816 | Fluorescence polarization, FITC-PTAP peptide / Tsg101 binding | Potency, µM (titrated, usually from 115 µM), for inactives: at the top dose activity change, negative = inhibition, most hits filed as inhibitors | 340,000 tested, under 10 active | AID 493005; active = well fitted inhibition curve with a large enough effect in the main read-out, with a control signal flat, not every such curve was filed as active; inconclusive = small, poorly fitted or top-dose-only effect, or effect the other way, or a change in a side signal; inactive = no such curve, though single readings can be large or run the other way; note: potency is the fitted concentration of half-maximal effect; % of control where 0% means no effect
#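 Tsg101 binding domain (10 uM final) was mixed with compound and a FITC-labeled PTAP peptide (50 nM final) in HEPES pH 7.5 buffer with NaCl, Tween 20, EDTA and TCEP; fluorescence polarization was read after 20 min at r.t.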
# S-ASM inh = blocks human secretory acid sphingomyelinase; placental ASM, HMU-PC fluorogenic substrate, 60 min; Potency, µM (doses to about 57.5 µM), inactives show top-dose activity change, negative = inhibition, usual class: inhibitors; hit rate 0.006% among 340,000; note: potency is the fitted concentration of half-maximal effect
#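 Fluorogenic HMU-PC substrate (9 uM final) is turned over by placental ASM in 60 min at 37 C after a 10 min compound preincubation. Reaction ended by alkaline stop (pH 10), with fluorescence read at 386/447 nm.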
# CXXC DNA block = blocks binding of human MLL CXXC domain to DNA; Potency, µM (titrated, usually from 115 µM), inactives show at the highest dose activity change, negative = inhibition, hits mostly inhibitors; MLL-CXXC / FITC-HOXA9 DNA fluorescence polarization; Q03164; hit rate 0.037% among 290,000; active = well fitted inhibition curve with a large enough effect in the polarisation, with a control signal flat, not every such curve was filed as active; inconclusive = small, poorly fitted or top-dose-only effect, or effect the other way, or a change in a side signal; inactive = no such curve, though single readings can be large or run the other way; the % refers to the polarisation; note: potency is the fitted concentration of half-maximal effect
#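 Purified MLL-CXXC (added from a 7 uM solution) was preincubated 5 min at ambient with pinned compounds in 50 mM Tris-HCl pH 7.5, 50 mM NaCl, 1 mM DTT, 0.05% BSA. Fluorescein-labeled HOX-A9 DNA (50 nM solution) followed, 30 min, then polarization read.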
# TSHR antag = antagonists of human thyroid stimulating hormone receptor; P16473; TSHR-expressing cells, TSH-stimulated cAMP HTRF, 2 h; active compounds read low; activity change, negative = inhibition, % at 11.5 µM; hit rate 0.2% among 330,000; AID 504810;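 active = activity change below a set negative limit, meaning inhibition stronger than a set level, cut at about -70% in these data; inconclusive = activity change between two set negative limits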; note: % is set by controls: 0 for no effect and ±100 for the full control effect
#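 Freshly harvested TSHR cells receive pin-tooled compound, then EC80 TSH at 4nM final. After 2 hours at 37 deg C, antibody in lysis buffer and cAMP-d2 are added; 30 minutes at ambient temperature precede the HTRF read.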
# An asterisk follows results filed as active; ? = inconclusive; . = not tested or not shown; [ ] = remark or other dose. Unless noted, calls come from the whole dose curve; as a rule, active = well fitted curve in the direction sought with a large enough effect; inconclusive = small, poorly fitted or top-dose-only effect, or another doubt; inactive = no such curve, though single readings can be large; an effect the other way counts as inactive or inconclusive. Only part of the results is shown; count on the stated rates, not on these rows.
SMILES,TCR activator,Menin MLL FP TR,Integrin act MD,MBNL1 CUG block,A-T KAP1 phos,Mito fusion act,PTAP TSG101 blk,S-ASM inh,CXXC DNA block,TSHR antag
CN(C)c1ccc(/C=C2/C(=O)N(c3ccc([N+](=O)[O-])cc3)N=C2N2CCOCC2)cc1,.,?,.,16%,3%,-8%,.,.,-3%,-12
FC(F)(F)c1ccccc1-n1c(-c2cnccn2)n[nH]c1=S,-9%,.,-3%,10%,4%,0%,-6%,2%,12%,5
COCCN(C(=O)Cc1ccc(OC)c(OC)c1)c1nc(-c2cc(OC)ccc2OC)cs1,-2%,22%,25%,3%,3%,-8%,-1%,-3%,2%,-6
Nc1nnn(CC(=O)N/N=C/c2ccccc2Cl)n1,0%,.,-9%,.,-7%,-5%,-2%,-1%,-6%,-2
Cc1ccc(N/C(N)=N/c2nc(CSc3nnc(C)s3)cc(=O)[nH]2)c(C)c1,-3%,0%,-52%[inhibitor],1%,-3%,-3%,-7%,0%,22%,37
CC1CCCN(C(=O)c2ccccc2OC2CCN(S(C)(=O)=O)CC2)C1 (stereo not drawn),1%,-11%,1%,-14%,1%[11.5 µM],4%,1%,6%,1%,10
CCN(CC)C(=O)COc1ccc(-c2nnc(Nc3ccc(OC)c(C(=O)NC)c3)c3ccccc23)cc1,-2%,.,-17%,.,5%,-3%,-6%,2%,-4%,0
COc1ccc(O)c(C(=O)c2cnn(C(=O)c3ccc(C)cc3)c2)c1,2%,.,-17%,.,5%,3%,-6%,5%,.,6
Cc1cccc(C(=O)Nc2nsc(N)n2)c1,-4%,.,8%,.,-5%,-7%,-1%,6%,.,-3
CSCCC(NC(=O)COc1ccccc1)C(=O)N1CCCC(C(F)(F)F)C1 (stereo not drawn),-1%,.,15%,.,0%,8%,-4%,1%,.,-3
Cc1cc(=O)oc2c3c(cc(OCC(=O)N[C@@H](Cc4ccccc4)C(=O)O)c12)OC(C)(C)CC3,-4%,-15%,5%,0%,4%,-1%,-1%,39%[activator],-2%,6
COc1ccc(CCC(=O)N2CCN(S(=O)(=O)c3cccc(Cl)c3)CC2)cc1,1%,.,15%,.,-3%,3%,-12%,-2%,.,-7
O=C(CCCOc1ccc(Cl)cc1Cl)Nc1ccncc1,.,2%,-34%,-1%,.,-2%,-3%,-2%,3%,-20
CCOc1ccc(CN2C(=O)c3ccccc3C2C(=O)NCC2CCCO2)cc1 (stereo not drawn),0%,9%,5%,-2%,1%,1%,-1%,-3%,-10%,-4
COC(=O)c1cn(CC(=O)N2CCCCC2C)c2ccccc12 (stereo not drawn),-27%,12%,5%,1%,0%,1%,0%,3%,-7%,4
CS(=O)(=O)NCCNc1ccc(C(F)(F)F)cc1[N+](=O)[O-],-1%,1%,-10%,?,1%,-1%,-8%,-6%,-23%,-4
COCCNC(=O)C(c1c[nH]c2ccccc12)N(C(=O)c1snc(C(N)=O)c1N)c1cccc(OC)c1 (stereo not drawn),5%,-5%,23%,19%,2%,13%,-3%,0%,5%,2
FC(F)(F)c1ccccc1N/N=C/c1cccnc1,-2%,-3%,0%,8%,-4%,-11%,3%,0%,-3%,5
Cc1cc(C)c(OCC(=O)OCC(=O)NNC(=O)c2ccccc2F)c(C)c1,.,.,-16%,.,6%,-3%,-5%,2%,.,15
CCOC(=O)N1CCN(C(=O)C(C)N(c2ccccc2)S(C)(=O)=O)CC1 (stereo not drawn),-5%,4%,6%,2%,-6%,3%,1%,2%,-2%,8

# The last 4 records of the part above are carried over, then new ones follow:
SMILES,TCR activator,Menin MLL FP TR,Integrin act MD,MBNL1 CUG block,A-T KAP1 phos,Mito fusion act,PTAP TSG101 blk,S-ASM inh,CXXC DNA block,TSHR antag
COCCNC(=O)C(c1c[nH]c2ccccc12)N(C(=O)c1snc(C(N)=O)c1N)c1cccc(OC)c1 (stereo not drawn),5%,-5%,23%,19%,2%,13%,-3%,0%,5%,2
FC(F)(F)c1ccccc1N/N=C/c1cccnc1,-2%,-3%,0%,8%,-4%,-11%,3%,0%,-3%,5
Cc1cc(C)c(OCC(=O)OCC(=O)NNC(=O)c2ccccc2F)c(C)c1,.,.,-16%,.,6%,-3%,-5%,2%,.,15
CCOC(=O)N1CCN(C(=O)C(C)N(c2ccccc2)S(C)(=O)=O)CC1 (stereo not drawn),-5%,4%,6%,2%,-6%,3%,1%,2%,-2%,8
Cc1oc2c(cc(NS(=O)(=O)c3ccc(F)cc3)c3ccccc32)c1C(=O)O,-6%,?,8%,4%,0%,-4%,-8%,6%,-25%,-8
Cc1ccc(/C=C/C(=O)Nc2sc3c(c2C#N)CCCC3)o1,-1%[46.1 µM],13%,?,-18%,0%,-7%,-10%,84%[activator],0%,7
CCCn1c(=N)c(C#N)cc2c(=O)n3cccc(C)c3nc21,.,-3%,.,?,-2%,5%,.,.,2%,-9
CCOC(=O)c1ccc(NC(=O)N2CCCCCC2)cc1,5%,9%,5%,-3%,-1%,0%,-1%,8%,-7%,-6
COc1ccccc1NC(=O)c1cc(C(=O)Nc2ccccc2OC)n(C)n1,6%,.,26%,.,.,.,-1%,-7%,.,.
O=c1[nH]c(=O)n(Cc2ccccc2)c2nc(-c3ccc(Oc4ccc(F)cc4)c([N+](=O)[O-])c3)n(CCO)c12,3%[46.1 µM],9%,-52%[inhibitor],5%,-6%,-4%,1%,-13%,-2%,-5
COc1ccc(C(=O)Nc2nnc(S(=O)(=O)N(C)Cc3ccccc3)s2)cc1,-5%,58%[activator],9%,28%,-2%,3%,-4%,0%,1%,4
COc1cc(OC)cc(N(C(=O)C2COc3ccccc3O2)C(C(=O)NC2CCCCC2)c2ccc(O)cc2)c1 (stereo not drawn),-2%[46.1 µM],40%[activator],14%,3%,-8%,-29%,0%,-5%,12%,-2
COc1ccc(Cl)cc1NC(=O)NC(C)C,-2%,11%,18%,-7%,2%,-2%,0%,0%,-7%,-6
O=C(CC1SC(N2CCCC2)=NC1=O)Nc1ccc(C(=O)Nc2ccccc2)cc1 (stereo not drawn),4%,.,8%,.,1%,-1%,0%,.,.,-2
Cc1cc(C)c(C(=O)NCC(=O)c2ccccc2)c(C)c1,-8%,.,16%,.,.,.,-2%,1%,.,.
COC(C(=O)Nc1ccccc1F)c1ccccc1 (stereo not drawn),-3%,0%,26%,-11%,6%,2%,-1%,3%,-15%,10
Cc1cc(-c2nnc(SCC(=O)c3ccc(F)cc3)o2)no1,-14%[46.1 µM],8%,-28%,4%,-5%,0%,0%,1%,-1%,10
N#CCc1c(C#N)c(N)nc(N2CCN(S(=O)(=O)c3ccccc3F)CC2)c1C#N,-3%,13%,-63%[inhibitor],?,-9%,-18%,0%,3%,20%,6
Cn1c(=O)c2c(nc(CN3CCOCC3)n2CC(=O)c2ccccc2)n(C)c1=O,1%,.,-4%,.,.,.,-1%,-2%,.,.
COCCN(CC1CCCN(C2Cc3ccccc3C2)C1)C(=O)CCC(N)=O (stereo not drawn),0%,-17%,-40%,1%,-1%,-6%,-2%,-1%,-1%,8
NC(=O)CN1CCOCCN(CC(N)=O)CCOCC1,.,1%,2%,-9%,13%,0%,-4%,2%,3%,-1
O=C(CC(c1ccc(F)cc1)c1ccco1)N1CCOCC1 (stereo not drawn),-7%,-6%,-4%,4%,-2%,0%,-3%,2%,-1%,7
COc1ccc(C(=O)O)cc1NC(=S)NC(=O)Cc1ccc(Cl)cc1,-6%,3%,-38%,-3%,-6%,2%,-2%,0%,1%,-5
CC(=O)c1cccc(-n2nnnc2SCC(=O)N2CCCC2)c1,3%,-28%,16%,3%,1%,-3%,-7%,3%,2%,-3

# 3 compounds from above, arranged by heavy-atom count, high to low:
SMILES,TCR activator,Menin MLL FP TR,Integrin act MD,MBNL1 CUG block,A-T KAP1 phos,Mito fusion act,PTAP TSG101 blk,S-ASM inh,CXXC DNA block,TSHR antag
O=C(CC(c1ccc(F)cc1)c1ccco1)N1CCOCC1 (stereo not drawn),-7%,-6%,-4%,4%,-2%,0%,-3%,2%,-1%,7
COC(C(=O)Nc1ccccc1F)c1ccccc1 (stereo not drawn),-3%,0%,26%,-11%,6%,2%,-1%,3%,-15%,10
Cc1cccc(C(=O)Nc2nsc(N)n2)c1,-4%,.,8%,.,-5%,-7%,-1%,6%,.,-3
